High-throughput results (PubChem BioAssay)
bIAP inh: bovine intestinal alkaline phosphatase inhibitors, primary screen, selectivity assay for TNAP inhibitor project, biochemical, bovine IAP, CDP-star luminescence. alkaline phosphatase, intestinal [Bos taurus]. purified bovine IAP, 30 min. inhibition, % at 20 µM. 190,000 tested, under 10 active. AID 1019, 2008;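 active means over 50% inhibition of intestinal alkaline phosphatase at 20 µM in the single-dose screen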
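System: purified bovine intestinal alkaline phosphatase (IAP) enzyme; Input: IAP diluted 1/65,000,000 in the well; Measured by: CDP-star luminescence signal; Compound dosing: 20 µM single dose; Incubation: 30 min reaction at room temperature.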
Lmaj promast: Leishmania major promastigote growth inhibition, primary screen; inhibition, % at 10 µM; Leishmania major promastigotes, resazurin fluorescence viability; 200,000 compounds, 9% hits; in the data active means inhibition above about 50%;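 further: promastigotes grown with compound for 44 hours at 28 °C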
S1P3 antag: S1P3 receptor antagonists, primary screen, cell-based; 170,000 compounds, 0.27% hits; Sphingosine 1-phosphate receptor 3 (Homo sapiens), Q99500; inhibition, % at 4.98 µM; CHO S1P3 NFAT-BLA reporter, FRET fluorescence, antagonist mode;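 active means inhibition above the plate cutoff, the mean inhibition of test wells on that plate plus 3 SD, cut at about 28% in these data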;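 further: cells challenged with S1P at its EC80 of 0.8 µM; blue over green emission ratio from cleaved BLA substrate after 4 h stimulation; 0% = S1P-stimulated wells and 100% = unstimulated DMSO-only wells; some compounds past the cut are filed as inactive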
PPARg SRC2 recr: agonists of PPARg-SRC-2 recruitment, primary screen, biochemical, HTS | Peroxisome proliferator-activated receptor gamma (Homo sapiens), P37231 | PPARgamma LBD-SRC-2 recruitment | activation, % at 8 µM | 200,000 compounds, 0.34% hits; in the data active means activation above about 22%;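 further: 0% = vehicle and 100% = reference agonist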
Target sequence (P37231 whole entry, looked up, the tested form may be a part): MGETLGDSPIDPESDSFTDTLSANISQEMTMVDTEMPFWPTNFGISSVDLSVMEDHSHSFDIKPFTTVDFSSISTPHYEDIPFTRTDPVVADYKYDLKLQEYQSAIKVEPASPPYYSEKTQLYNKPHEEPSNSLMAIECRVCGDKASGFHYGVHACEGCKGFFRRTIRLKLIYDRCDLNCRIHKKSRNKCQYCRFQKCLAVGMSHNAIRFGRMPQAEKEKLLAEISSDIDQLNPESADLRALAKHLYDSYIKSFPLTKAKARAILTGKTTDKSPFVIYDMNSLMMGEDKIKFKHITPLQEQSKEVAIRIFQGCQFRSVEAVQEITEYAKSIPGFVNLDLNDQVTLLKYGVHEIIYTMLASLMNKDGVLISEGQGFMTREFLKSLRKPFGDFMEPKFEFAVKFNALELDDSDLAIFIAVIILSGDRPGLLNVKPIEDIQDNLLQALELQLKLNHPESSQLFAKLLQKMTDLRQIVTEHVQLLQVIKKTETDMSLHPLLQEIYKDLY
SRC2 TRFRET art: TR-FRET signal artefacts, primary screen, artefact control for PPARgamma SRC-2 agonist project, biochemical; 200,000 compounds, 0.4% hits; AID 1049, 2008; TR-FRET ratio at 8 µM; TR-FRET artefact counter-screen; stronger effect = higher value; in the data active means TR-FRET ratio above about 2000; further: inactives centre near 1500
PPARg SRC-1 ag: PPARgamma agonists recruiting SRC-1 coactivator, primary screen, biochemical | AID 631, 2007 | 200,000 compounds, 0.41% hits | Peroxisome proliferator-activated receptor gamma (Homo sapiens), P37231 | activation, % at 8 µM | PPARgamma-SRC-1 coactivator recruitment biochemical assay; in the data active means activation above about 19%;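 further: 0% = DMSO and 100% = reference agonist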
PPARg SRC3 recr: PPARgamma agonists recruiting SRC-3 coactivator, primary screen, biochemical | Peroxisome proliferator-activated receptor gamma (Homo sapiens), P37231 | biochemical PPARgamma/SRC-3 coactivator recruitment assay | activation, % at 8 µM | 200,000 compounds, 0.26% hits | AID 731, 2007; in the data active means activation above about 23%;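 further: 0% = DMSO and 100% = reference agonist; some compounds past the cut are filed as inactive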
Efa HMGR inh: inhibitors of E. faecalis class II HMGR, primary screen, biochemical, Enterococcus faecalis; 190,000 compounds, 0.41% hits; inhibition, % at 10 µM; purified E. faecalis HMGR, NADPH absorbance 340 nm kinetic; HMG-CoA reductase (Enterococcus faecalis, mvaE);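 active means inhibition above a set limit, the median over all tested compounds plus 3 SD, cut at about 9.5% in these data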;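 further: enzyme runs in reverse so mevalonate oxidation gives rising NADPH absorbance; 0% = complete reaction with DMSO and 100% = background rate lacking mevalonate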
ROMK mod: ROMK potassium channel modulators, primary screen, cell-based, thallium flux, MLSMR library | ATP-sensitive inward rectifier potassium channel 1 (Homo sapiens), P48048 | Tet-inducible ROMK, thallium flux fluorescence; actives lie on both sides | B-score at 10 µM | 130,000 compounds, 2% hits;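 active means signal ratio slope over the read window, or its plate-corrected B-score, at least 3 SD from the plate mean, either direction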;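 further: B-score of the F/F0 ratio slope over 7 to 12 s after thallium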
Target sequence (P48048 whole entry, looked up): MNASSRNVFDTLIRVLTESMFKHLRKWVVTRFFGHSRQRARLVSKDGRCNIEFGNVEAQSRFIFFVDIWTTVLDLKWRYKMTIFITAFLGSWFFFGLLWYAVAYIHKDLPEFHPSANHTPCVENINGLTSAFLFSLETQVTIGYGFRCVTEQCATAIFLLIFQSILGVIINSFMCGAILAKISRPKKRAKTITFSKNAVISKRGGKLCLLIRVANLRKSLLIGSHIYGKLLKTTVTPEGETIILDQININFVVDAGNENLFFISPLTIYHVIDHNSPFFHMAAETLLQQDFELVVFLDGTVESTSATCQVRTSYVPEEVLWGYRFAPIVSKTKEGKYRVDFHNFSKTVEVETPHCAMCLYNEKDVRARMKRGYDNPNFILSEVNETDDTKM
Redox H2O2 prof: compounds producing H2O2 with reducing agent – biochemical, NIH compound library profiling, artefact control for MLSCN library redox annotation, primary screen. AID 878, 2007. 200,000 compounds, 0.03% hits. activation, % at 10 µM. DTT-dependent redox cycling H2O2, phenol red/HRP absorbance; 100% = 100 µM peroxide control, 0% = buffer;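 active means activation of at least 50% relative to the plate's high and low controls in the primary single-dose screen; inactive means activation below 50%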;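 further: compound incubated with DTT at 0.8 mM final as the reducing agent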
RAM network inh: inhibitors of the yeast RAM network, primary screen, dse1pr::URA3 reporter, 5-FOA selection | S. cerevisiae dse1pr::URA3 reporter, 5-FOA growth OD615, 2 d; analog-sensitive cbk1-as2 kinase mutant strain | inhibition, % at 50 µM | 190,000 compounds, 1.8% hits | AID 868, 2007;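 active means inhibition above a set limit, 3 SD over mean compound inhibition, cut at about 8.4% in these data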;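 further: 0% = DMSO-only wells with no growth and 100% = 10 µM 1-NA-PP1 full growth; inhibition rescues growth on 5-FOA so higher OD means more RAM inhibition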
Numbers without * were called inactive; / = no result given.

SMILES	bIAP inh	Lmaj promast	S1P3 antag	PPARg SRC2 recr	SRC2 TRFRET art	PPARg SRC-1 ag	PPARg SRC3 recr	Efa HMGR inh	ROMK mod	Redox H2O2 prof	RAM network inh
Cc1ccc2nc(NC(=O)COC(=O)c3ccncc3)sc2c1	8.1	-9.7	-9.8	0.5	1635	-0.4	2.9	-2.3	0.243	-0.1	2.8
O=C(COC(=O)c1cc2ccccc2o1)c1ccccc1	12.1	-5.9	1.6	-1.3	1697	-1.5	-0.3	-6.3	-0.819	-0.9	0.1
COc1cc(-c2onc3ccc(Br)cc23)cc(OC)c1OC	-10.9	-1.6	5.9	1.1	1648	6.2	4.1	1.1	-0.128	-0.6	3.6
CCCn1c(C)cc(=O)c2cc(NC(=O)c3cnccn3)ccc21	12.2	30.7	15.8	-7.5	1580	-3.3	-9.7	-4.5	/	-1.0	2.1
CN(C)/C=C/C1=CC(=O)CC(C)(C)C1	-4.8	-1.8	-9.3	-8.8	1549	4.1	1.8	-5.0	0.271	-0.4	-0.2
CCOC(=O)Cc1ncccc1C(=O)Nc1ccc(OC(F)(F)F)cc1	6.0	-5.3	4.6	-1.3	1475	-1.4	-1.9	1.6	0.0957	-1.2	-0.3
COc1ccc(-c2nn(-c3ccccc3)cc2/C=N/Nc2ccccn2)cc1	4.1	-1.8	10.8	-0.5	1684	1.3	1.2	-1.8	1.06	0.5	0.3
COc1cc2ncc(S(=O)(=O)c3ccccc3)c(N3CCC4(CC3)OCCO4)c2cc1OC	0.2	15.6	5.8	-1.6	1741	6.9	-6.8	-6.3	0.186	0.3	1.2
COc1cc(C)c(NC(=S)Nc2cccc(Cl)c2C)cc1OC	10.7	18.8	-1.4	-8.7	1473	-1.9	-7.2	-3.4	/	0.6	-0.7
Cc1cccc(Oc2nc(-c3ccccc3)cc(C)c2S(C)(=O)=O)c1C	6.3	31.9	/	9.9	1571	6.5	0.8	0.4	-1.78	0.4	4.2
COc1cccc(NS(=O)(=O)c2ccc3c(c2)n(C)c(=O)c(=O)n3C)c1	4.4	2.7	-1.5	-2.6	1426	-4.0	-10.1	2.8	/	1.8	0.4
CC(=O)Nc1cccc(C2=CC(c3ccco3)n3ncnc3N2)c1 (stereo not drawn)	7.9	13.2	5.2	3.0	1656	6.0	7.3	3.7	/	-1.7	1.7
OCCC1CN(Cc2cc3c(cc2Cl)OCO3)CCN1C1CCCCC1 (stereo not drawn)	-14.8	47.8	5.0	14.9	1474	7.3	4.6	-6.2	-2.13	-0.8	-0.9
O=C(CC1S/C(=N/N=C/c2cccs2)NC1=O)Nc1ccc(Cl)cc1 (stereo not drawn)	6.0	99.4*	-7.8	5.9	1637	8.9	-0.8	-0.3	/	0.5	3.7
C=CCn1c(SCC(=O)NCC)nnc1-c1cc2c(s1)CCC(CC)C2 (stereo not drawn)	10.1	-1.4	-9.9	1.7	1602	2.0	3.3	-3.0	-1.09	0.3	-1.1
COC(=O)C1=C(N)N(c2ccc(F)cc2)C2=C(C(=O)CCC2)C1c1ccc2c(c1)OCO2 (stereo not drawn)	-0.4	72.4*	/	5.5	1578	8.1	-0.1	2.6	/	-2.3	3.3
N/C(=N\OC(=O)COc1ccc2ccccc2c1Br)c1ccccn1	-7.0	-4.1	4.7	20.2	1993*	8.1	11.1	0.5	-0.843	-0.4	9.1*
NNC(=O)COc1cccc(C(F)(F)F)c1	2.6	-10.5	-16.2	0.0	1576	-4.1	-3.3	0.9	0.067	0.0	0.1
FC(F)(F)c1nc(=S)c2ccccc2[nH]1	-6.6	-8.4	-16.1	26.6*	2366*	22.6*	21.3	4.0	0.714	0.6	-1.5
Cc1cc(/C=C(\C#N)C(=O)OCC(=O)NC(=O)NC(C)(C)C)c(C)n1CCC(C)C	-6.8	2.7	/	7.0	1600	-4.9	1.5	0.8	0.195	0.3	-0.8
Cc1[nH]nc(SCC(=O)N2CCC(C)CC2)c1[N+](=O)[O-]	-4.6	-1.2	/	2.8	1660	-2.6	4.8	0.5	0.435	0.2	1.2
O=C(O)C1(P(=O)(c2ccc(Cl)cc2)c2ccc(Cl)cc2)CCCC1	-8.6	-7.7	-11.1	0.1	1512	0.7	2.2	0.8	-0.0978	0.1	2.3
C=CCSc1nc2c(c(=O)[nH]c(=O)n2C)n1Cc1ccc(C)cc1	0.7	-1.5	-13.3	-0.7	1551	-3.0	3.8	-9.5	/	-0.3	5.4
Cc1ccc(NC(=S)N(CCCN2CCCC2)Cc2cccn2Cc2ccc(Cl)cc2)cc1C	29.3	100.5*	14.5	0.2	1721	11.6	1.7	-1.6	-2.8*	-0.8	4.5
CC(O)c1cccc(NC(=O)C2CCCCC2)c1 (stereo not drawn)	-3.4	-6.4	-0.5	10.9	1738	3.7	3.9	-1.3	-0.96	-1.4	0.7
SMILES	bIAP inh	Lmaj promast	S1P3 antag	PPARg SRC2 recr	SRC2 TRFRET art	PPARg SRC-1 ag	PPARg SRC3 recr	Efa HMGR inh	ROMK mod	Redox H2O2 prof	RAM network inh
COC(=O)c1ccc(NC(=O)CN2C(=O)CSC2=O)cc1	3.5	-4.4	6.8	1.1	1754	0.6	-0.4	-2.4	/	0.2	2.1
Nc1ccc(CN2CCCCCC2)cc1	4.9	-3.7	/	11.2	1275	0.3	5.9	-8.5	0.412	0.8	0.2
CCOC(=O)c1c(NC(=O)CSc2nnc(Cc3ccccc3)o2)sc(C(C)=O)c1C	4.8	0.3	/	36.4*	2328*	16.2	43.6*	3.2	-2.19	-0.1	9.0*
Cc1cc(C)c(NC(=O)COC(=O)CCc2ccc(S(=O)(=O)N3CCCCC3)cc2)c(C)c1	-0.5	-5.3	0.4	8.5	1612	-4.7	4.8	-6.1	/	0.3	3.5
CC(C)c1ccc2c(c1)C1(NN=C(c3ccccc3)S1)C(=O)N2 (stereo not drawn)	8.5	98.8*	/	5.8	1646	3.6	-8.9	0.5	-1.26	0.1	1.6
Cn1cc(C(=O)NCCN2CCN(c3cccc(Cl)c3)CC2)c2c3ccccc3n(C)c2c1=O	-5.0	0.3	-7.8	-0.7	1618	5.3	-0.5	-3.0	/	-2.3	1.6
CC(C)COc1ccc(CN=C(N)N=C(N)N)cc1Cl	2.7	-0.8	-2.9	9.6	1595	2.5	3.0	2.2	-2.07	0.3	1.0
COc1ccc(CCNC(=S)N2CCC(C(=O)c3ccc(F)cc3)CC2)cc1OC	-7.0	-4.7	11.0	-5.6	1514	2.2	-1.8	0.4	-2.95	-0.2	0.7
C=CCn1c(N)c(C(=O)OCC(C)C)c2nc3ccccc3nc21	-0.6	61.0*	30.0	-6.7	1504	4.0	-12.1	-5.5	-0.691	0.0	1.1
O=c1c2ccccc2cnn1Cc1cccc(Br)c1	5.1	-3.8	13.1	11.6	1787	1.8	6.2	-0.6	-0.623	0.1	1.9
O=C(CC1(O)C(=O)Nc2ccccc21)c1ccc(-n2cccc2)cc1 (stereo not drawn)	16.1	0.7	-23.9	2.2	1463	5.0	8.4	-4.3	/	1.8	0.0
Cc1ccc(C)c(N2CCN(C(=O)C3CCCCN3S(=O)(=O)c3ccc(F)cc3)CC2)c1 (stereo not drawn)	1.6	5.0	/	6.3	1628	-0.1	2.8	-3.6	-1.35	0.2	1.9
Cc1c(Br)c([N+](=O)[O-])nn1CC(=O)Nc1ccc(CC#N)cc1	6.4	8.6	2.4	7.6	1736	-2.3	2.1	-4.5	0.677	-0.6	2.4
COc1ccc(/C=C(/CC(=O)Nc2ccc(C)cc2)c2nc3ccccc3s2)cc1	0.8	13.5	2.9	-5.7	1352	-6.5	5.2	-9.8	0.174	-0.1	4.2
COC(=O)c1ccc(SC2CCCCC2)c([N+](=O)[O-])c1	9.6	0.0	/	-0.2	1651	4.3	-3.0	0.2	/	-7.4	-0.6
CCOC(=O)C1CCN(C(=O)CSc2ccc(Br)cc2)CC1	11.4	-3.5	0.6	-2.2	1606	2.6	1.7	0.9	-0.491	0.3	3.0
Fc1cccc(Cl)c1Cn1nnc2c(NCc3ccncc3)ncnc21	2.9	5.2	9.1	1.6	1695	3.1	5.0	-5.2	0.261	-0.1	0.9
Cc1nc2ccc(C(=O)N/N=C/c3cc([N+](=O)[O-])ccc3O)cc2[nH]1	-19.2	-0.1	-16.4	1.8	1557	4.2	-2.6	3.2	0.925	0.2	-0.4
CC1CCN(C(=O)c2ccc(COc3ccccc3Cl)o2)CC1	5.4	23.7	44.0	-8.2	1472	0.3	-6.4	-7.9	-0.978	5.8	1.8
Cc1ccc(N2C(=O)C3C(c4ccccc4)N4CCCN4C3(C)C2=O)cc1 (stereo not drawn)	0.3	-6.2	-2.5	-0.5	1583	-2.2	-2.5	-6.8	/	-0.2	1.2
Cc1cc(Nc2ccc(Cl)cc2)nc(NCc2ccccc2)n1	3.2	100.5*	-0.9	-1.1	1536	-0.3	-1.3	-0.3	0.073	-0.2	8.4*
COC(=O)c1cc(NC(=O)CN(c2ccc3c(c2)OCO3)S(C)(=O)=O)ccc1Cl	6.5	37.9	33.3	6.7	1518	-5.8	-5.7	-4.3	-1.66	4.1	0.5
O=C(CNS(=O)(=O)c1ccccc1)N/N=C\c1ccc(Cl)cc1	19.9	7.8	-31.8	-1.3	1371	-7.0	0.6	-6.3	/	0.4	1.0
COc1ccc(S(=O)(=O)N2CCCCCC2)cc1C(=O)OCc1c(C)noc1C	-4.6	10.3	17.2	-5.6	1685	8.9	10.2	-3.3	-6.69*	-0.2	2.3
COc1ccc(S(=O)(=O)N2CCN(C3CCN(Cc4ccccc4)CC3)CC2)cc1	2.3	94.1*	-20.4	0.6	1484	4.6	-4.8	-7.2	-0.0662	2.1	1.7
O=S(=O)(c1ccccc1)N1CCN(S(=O)(=O)N2CCCCC2)CC1	8.6	-4.0	/	-2.2	1555	-7.2	-3.9	-2.7	/	3.2	2.0
COc1ccc(S(=O)(=O)N2CCCN(CC(=O)C(C)(C)C)CC2)cc1	1.0	-3.8	-11.4	5.1	1386	-2.4	-3.2	1.3	-0.357	1.7	0.8
